PolyA inh: blocks polyadenylation in yeast reporter cells. actives 0.02% (n = 300,000). calls only at 12 µM. AID 1875. S. cerevisiae SKY197-pL101 polyadenylation reporter, beta-gal luminescence; efflux-impaired pdr1/pdr3 knockout yeast; score 100 = 6 SD above DMSO;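 active = lowest replicate activity score at least 50, where 100 means six control SD above control mean; inconclusive = lowest score under 50 but half or more replicates reach 50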;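 also: yeast exposed to compound for 9 h at 30 °C; higher score means more reporter readthrough which indicates perturbed polyadenylation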
KLF5 inhibitor: inhibitors of KLF5 expression; inhibition, % at 5 µM; actives 0.23% (n = 290,000); AID 1700; DLD-1 KLF5 promoter-luciferase reporter, luminescence;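 active = inhibition above a per-plate limit of that plate's mean compound inhibition plus 3 SD, cut at about 60% in these data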;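 also: 0% = DMSO wells and 100% = LY294002 at 200 µM; higher means less KLF5 promoter-driven luciferase light; inactives centre near -14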
AI-2 QS modul: Vibrio harveyi AI-2 quorum sensing modulation; Vibrio harveyi JMH597 AI-2 luminescence/OD600 ratio, 9 h; stronger effect = lower value; strain lacks LuxN and CqsS sensors; 0 = neutral-control median; activity change, % at 7.5 µM; actives 0.4% (n = 300,000); AID 2094; in the data active = activity change below about -75%, passing the limit was not always enough; inconclusive = no clear call, values can overlap the other calls;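 also: luminescence divided by OD600 gain over 9 h not by final OD600 alone; inactives centre near 13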
HSF1 activator: increases HSF-1 driven luciferase reporter signal; NIH3T3-HGL HSF-1 luciferase reporter, MG132, 8 h; 100% = twice DMSO control signal; actives 1.7% (n = 300,000); activation, % at 9 µM;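 active = mean replicate activation of at least 50% with a set share of replicates each reaching 50%; inconclusive = only one of those two conditions met; inactive = mean below 50% and too few replicates reaching it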;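 also: 0% = median of the neutral control wells and 100% = twice that signal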
GSK3A inh: human GSK-3 alpha kinase inhibition | ADP-Glo luminescence, 60 min | inhibition, % at 10 µM | actives 0.1% (n = 320,000) | P49840;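 in the data active = inhibition above about 50%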;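 also: GST-tagged GSK-3 alpha with peptide substrate and 25 µM ATP; 0% = DMSO neutral wells and 100% = GW8510 positive control wells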
Target sequence (P49840 whole entry, looked up): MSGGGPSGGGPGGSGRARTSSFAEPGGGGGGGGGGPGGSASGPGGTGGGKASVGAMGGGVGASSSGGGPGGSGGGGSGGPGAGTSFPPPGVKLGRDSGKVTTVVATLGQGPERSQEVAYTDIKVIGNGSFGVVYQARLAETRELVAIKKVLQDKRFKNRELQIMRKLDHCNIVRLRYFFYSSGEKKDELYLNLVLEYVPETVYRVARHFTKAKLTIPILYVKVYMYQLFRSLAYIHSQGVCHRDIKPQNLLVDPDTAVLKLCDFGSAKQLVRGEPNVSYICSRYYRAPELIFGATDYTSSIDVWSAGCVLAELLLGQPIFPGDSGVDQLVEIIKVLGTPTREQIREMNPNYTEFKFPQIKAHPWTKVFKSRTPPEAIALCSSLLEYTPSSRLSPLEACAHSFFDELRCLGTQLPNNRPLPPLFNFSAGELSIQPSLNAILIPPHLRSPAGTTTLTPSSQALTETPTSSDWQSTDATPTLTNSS
GSK3B inh: human GSK3beta kinase inhibition | GST-GSK3beta kinase, ADP-Glo luminescence, 60 min; stronger effect = lower value | activity score (negative = inhibition), % at 10 µM | actives 0.038% (n = 300,000);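 active = more than half of replicate wells score below -50%, meaning over 50% inhibition versus plate controls; inconclusive = some replicates but at most half score below -50%; inactive = no replicate scores below -50%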;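 also: 0% = median DMSO wells and -100% = median GW8510 positive control wells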
Target sequence (P49841 whole entry, looked up): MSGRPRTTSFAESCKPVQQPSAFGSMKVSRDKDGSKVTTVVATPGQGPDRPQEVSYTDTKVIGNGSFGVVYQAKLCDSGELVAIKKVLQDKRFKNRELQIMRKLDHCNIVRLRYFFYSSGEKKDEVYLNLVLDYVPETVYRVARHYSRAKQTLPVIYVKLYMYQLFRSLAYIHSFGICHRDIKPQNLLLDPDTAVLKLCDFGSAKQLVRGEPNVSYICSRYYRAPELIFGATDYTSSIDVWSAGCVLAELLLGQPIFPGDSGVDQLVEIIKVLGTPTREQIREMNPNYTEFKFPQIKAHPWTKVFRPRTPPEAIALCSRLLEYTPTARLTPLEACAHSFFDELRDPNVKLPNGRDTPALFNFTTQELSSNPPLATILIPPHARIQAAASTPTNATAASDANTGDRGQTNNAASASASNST
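Assay system: GST-fused GSK3beta enzyme, cell-free / Medium: Tris pH 7.5 buffer with MgCl2, DTT, BSA, heparin / Also added: peptide substrate plus 25 µM ATP (final) / Compound: 10 µM single point / Timing: kinase reaction with compound 60 min at room temperature / Detection: ADP-Glo luminescence / Benchmarks: DMSO neutral wells and GW8510 at 20 µM as positive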
HSF1 inhib: HSF1 inhibition; NIH3T3-HGL HSE-luciferase, MG132-induced, luminescence 8 h; stronger effect = lower value; activity change, negative = inhibition, % at 7.5 µM (by protocol); actives 0.77% (n = 300,000); AID 2098;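 active = more than half of replicate wells show activity change below -50%, luminescence cut by over half; inconclusive = some wells, but at most half, below -50%; inactive = no replicate well below -50%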;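 also: luciferase reports HSF-1 transcriptional activity via heat shock element; 0% = median of DMSO wells and -100% = zero luminescence signal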
aSyn 5UTR inh: MLPCN primary screen, SNCA 5' untranslated region; alpha-synuclein 5'UTR reporter, inhibitor activity; inhibition, % (tested at 7.5 µM); actives 0.82% (n = 300,000); AID 1813; in the data active = inhibition above about 60%; inconclusive = no clear call, values can overlap the other calls;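 also: H4 neuroglioblastoma cells stably carrying SNCA 5'UTR luciferase fusion; 0% = DMSO wells and 100% = positive control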
HSP90 refold inh: HSP90 refolding inhibition in rabbit reticulocyte lysate. luciferase refolding luminescence, 3 h. inhibition, % at 5.6 µM. actives 0.91% (n = 290,000). AID 1789;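 active = inhibition above the screen-wide mean plus 3 SD, computed separately per campaign, cut at about 16% in these data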;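 also: 0% = DMSO wells and 100% = 60 µM geldanamycin wells; inhibitors lower the luminescence because luciferase stays unfolded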
IEC-6 tox: kills IEC-6 intestinal cells in KLF5 counter-screen. IEC-6 cytotoxicity, luminescence viability. inhibition, % at 5 µM. actives 0.78% (n = 290,000); in the data active = inhibition above about 22%;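 also: 0% = plate median of test compound wells and 100% = cytotoxic reference compound wells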
* hit, by the source's call; i = inactive; ? = inconclusive; · = no result given. These rows are one share of the data (hit frequency here may not be typical).

Order of results – PolyA inh	KLF5 inhibitor	AI-2 QS modul	HSF1 activator	GSK3A inh	GSK3B inh	HSF1 inhib	aSyn 5UTR inh	HSP90 refold inh	IEC-6 tox
- O=C(NC(=S)NNC(=O)c1ccccc1O)c1cccnc1
 : i	-9	19	-7	-6	1	5	-11	0	4
- COc1ccc(NC(=O)c2ccco2)cc1NC(=O)c1ccco1
 : i	-1	7	-3	2	0	3	-31	-4	-2
- CCCCN(CCCC)CCn1cnc2c([nH]c3ccc(OC)cc32)c1=O
 : i	-21	16	8	-1	7	-8	-9	-2	-1
- COc1ccc(NC(=O)C2CCC(CNc3c(N4CCC(C)CC4)c(=O)c3=O)CC2)cc1OC (stereo unspecified)
 : i	-43	11	-33	0	1	-11	-4	-1	-4
- COc1ccc(CN(C)CC(=O)Nc2ccccc2-c2ccccc2)c(OC)c1
 : i	-2	15	-11	·	2	-3	?	0	-5
- CCOc1ccc(Nc2nc(Cc3nnc(SCC(N)=O)o3)cs2)cc1
 : i	34	10	1	2	-9	-2	18	4	6
- Cc1ccc(NC(=O)C2CC(=O)n3ncnc3N2)cc1C (stereo unspecified)
 : i	-16	24	-2	-1	-2	-8	14	0	3
- COc1cccc(-c2cnc(OC(C)(C)C)nc2OC(C)(C)C)c1
 : i	-57	19	7	·	1	-10	0	1	-3
- COc1cc(CC(C#N)(CO)c2nc3ccccc3[nH]2)ccc1OC(F)F (stereo unspecified)
 : i	3	10	1	-1	-2	-5	13	1	8
- CSCCC(NC(=O)/C(=C\c1ccc(Cl)cc1)NC(=O)c1ccccc1)C(=O)O (stereo unspecified)
 : i	-17	16	-8	1	2	-2	-11	-3	1
- O=C(NC1CCCCC1)C(c1ccc(F)cc1)N(Cc1ccco1)C(=O)c1csnn1 (stereo unspecified)
 : i	-1	14	4	-3	1	13	-8	-3	3
- CC1(c2nnc(-c3ccncc3)o2)CC(c2ccc(F)cc2)=NO1 (stereo unspecified)
 : i	·	2	-15	-2	0	0	17	·	·
- CCOC(=O)C1CCN(S(=O)(=O)c2ccc3c(c2)NC(=O)CS3)CC1
 : i	-4	25	7	-1	3	-1	-3	-3	-4
- COCCN(CCOC)C(=O)c1ccc(NS(=O)(=O)c2ccc3c(c2)OCCO3)cc1
 : i	-8	12	7	-2	-4	-7	20	5	-4
- Cc1sc(NC(=O)CN(CCc2ccccc2)C(=O)C2CC2)c(C(N)=O)c1C
 : i	-9	10	-20	-1	3	-8	-6	2	-1
- Cc1cc2c(cc1C)CSC(c1ccc(O)cc1)SC2
 : i	-6	11	4	-2	3	-11	16	4	-1
- CC(=O)N1CCCc2cc(S(=O)(=O)N(CC(C)C)CC(C)C)ccc21
 : i	-29	4	2	0	1	3	17	-2	-4
- Cc1cc(Nc2ccc([N+](=O)[O-])cc2)nc2ccccc12
 : i	-32	21	-7	0	-2	-2	-26	-3	1
- CN(C)c1nc2n(c(=O)n1)C(C#N)CS2 (stereo unspecified)
 : i	-28	21	-8	-1	-2	2	-8	-1	-6
- CCOC(=O)N1CCN(C(=O)c2ccc(CS(=O)c3ccccc3)o2)CC1 (stereo unspecified)
 : i	-15	5	6	-3	4	-1	20	1	1
- O=C(CSc1nnc(-c2ccccc2F)n1C1CC1)Nc1cccnc1Cl
 : i	-1	11	-8	-5	0	1	12	4	1
- COC(=O)c1ccccc1NC(=O)CN(C)Cc1ccccc1
 : i	16	4	21	-5	2	11	21	0	-6
- CCCNC(=O)c1nn2cc(Br)cnc2c1Br
 : i	-7	6	-15	-1	-1	-3	-4	-3	-6
- Cc1ccccc1C(=O)N1CCC(C(=O)Nc2ccccc2Cl)CC1
 : i	-11	8	5	0	0	-12	-10	-1	6
- O=C(CCn1c(=S)[nH]c2ccccc2c1=O)Nc1cccc(Cl)c1
 : i	-7	23	16	0	-3	-3	-40	0	2
- NC1=NC(=O)/C(=C/c2cccc(-c3ccc(S(N)(=O)=O)cc3)c2)S1
 : i	-14	3	-6	7	2	0	20	-2	-3
- O/N=C/c1ccc2ccccc2c1
 : i	-20	5	-12	-3	-3	5	-21	5	-1
- Clc1ccc(Nc2ccc3ccccc3n2)cc1
 : i	·	25	6	1	2	6	-62	·	·
- Cn1c(=O)c2c(nc(-n3ccnc3)n2Cc2ccc(Cl)cc2Cl)n(C)c1=O
 : i	-11	4	-2	-1	0	-1	16	-5	2
- COc1ccc(/C=C/C(=O)NCC(c2ccc(F)cc2)N2CCOCC2)cc1OC (stereo unspecified)
 : i	-26	16	10	1	2	-6	9	1	-1
- Cc1ccn2c(=O)nc(SCC(=O)N3CCCCCC3)nc2c1
 : i	·	33	-3	-2	-5	-6	-9	·	·
- Cc1cc(OCC(=O)NNC(=O)c2cccs2)ccc1Br
 : i	-25	19	-14	-2	-2	-1	9	3	7
- O=C(NCC(=O)c1ccccc1)OCc1ccc([N+](=O)[O-])cc1
 : i	-32	-59	1	4	0	0	-9	-5	-5
- CCCS(=O)(=O)c1nc(S(=O)(=O)c2ccc(C)cc2)c(NCCCN2CCOCC2)s1
 : i	-17	39	6	4	-4	3	-6	2	-10
- Cc1noc(C)c1COc1cccc(C(=O)Nc2ccc3c(c2)OCO3)c1
 : i	-32	39	5	0	-1	16	-61	-1	8
- Cc1nccn1CC(=O)N/N=C/c1ccc(O)c(O)c1
 : i	-12	-11	-7	-1	1	2	21	2	-6
- Cc1cc(C)n2cc(-c3ccc(Cl)cc3)c(C(=O)O)c2n1
 : i	-1	12	35	-1	-2	17	-99	1	7
- NS(=O)(=O)c1cc2c(cc1Cl)NC(Cc1ccccc1)NS2(=O)=O (stereo unspecified)
 : i	-10	32	8	-1	-1	-7	-11	1	-4
- Cc1ccc(NC(=O)COCC(=O)Nc2ccc(C)cc2)cc1
 : i	-40	4	3	-2	0	4	24	2	-1
- CCOC(=O)Nc1ccc2c(c1)ncn2C1CCCCC1
 : i	-31	28	1	8	4	-4	-8	0	3
- CS(=O)(=O)c1cccc(C(=O)Oc2ccccc2)c1
 : i	-36	22	17	-3	2	2	-22	-3	2
- COC(=O)c1c(C)cc(O)cc1O
 : i	·	4	-6	-1	-2	-4	18	·	·
- O=C(CN1CC[n+]2c(-c3cccs3)csc21)c1ccc(Br)cc1
 : i	-7	-11	30	2	0	1	-28	-1	-2
- Cc1ccc(S(=O)(=O)N2CCC(c3nc4c(nnn4Cc4ccccc4)c(=O)[nH]3)CC2)cc1
 : i	-23	35	8	11	-2	3	20	-1	4
- O=C(NCC(=O)N1CCOCC1)c1ccc(Cl)cc1
 : i	-29	23	-3	2	-1	-1	-21	-5	-6
- CCOc1ccc(Br)cc1S(=O)(=O)N1CCC(C(N)=O)CC1
 : i	-24	22	-10	-6	0	-5	8	0	5
- O=C(Cn1nc(-c2ccccc2)nc1-c1ccccc1)OC1CCCCC1
 : i	-7	12	42	-2	2	13	10	1	-1
- COc1cc(OC)c(NC(=O)c2cc(S(=O)(=O)N3CCOCC3)cn2C)cc1Cl
 : i	3	23	-5	-2	0	-9	1	2	4
- NS(=O)(=O)c1ccc(NC(=O)CSc2cn[nH]n2)cc1
 : i	-7	20	6	-1	0	-2	-16	4	-3
- CCc1ccc(NC(=O)C2CCCN(S(=O)(=O)c3ccc4c(c3)CC(C)N4C(C)=O)C2)cc1 (stereo unspecified)
 : i	-19	33	-8	-1	2	-2	3	5	-2
- COc1cccc(C(C(=O)NCc2ccccc2)N(C(=O)c2csnn2)C2CC2)c1 (stereo unspecified)
 : i	-12	12	-15	-2	3	-4	-1	1	-4
- O=C(N=Nc1c(O)n(C2OC(=O)c3ccccc32)c2ccccc12)c1ccc(O)cc1 (stereo unspecified)
 : i	-30	6	3	4	0	1	-55	0	0
- CC(=O)Nc1cc2c(cc1NC(=O)Cn1nnc(-c3ccc(C)o3)n1)OCCO2
 : i	2	15	-8	3	2	-8	18	4	6
- CC1Cc2ccccc2N1C(=O)CSc1nnc2sc3ccccc3n12 (stereo unspecified)
 : i	-22	14	2	-2	2	3	6	0	-5
- C#CCN1C(=O)C(O)(CC(=O)/C=C/c2ccco2)c2ccccc21 (stereo unspecified)
 : i	3	13	14	-3	-2	11	-20	9	4
- Cc1nn(C)c(Oc2ccccc2)c1CCNS(=O)(=O)c1ccc(F)cc1
 : i	15	21	0	1	-1	-3	6	0	-2
- COc1ccc(N2C(=O)[C@@H]3[C@H](C2=O)[C@H](C(C)=O)N2c4ccccc4C=C[C@@H]32)cc1
 : i	7	4	6	-1	-2	0	11	4	-2
- Cc1ccc(N2N=C(c3ccc(Br)cc3)CCC2=O)cc1
 : i	-10	-17	-2	-3	0	-4	-1	0	0
- Cn1ncc(Cl)c1C(=O)N1CCN(S(=O)(=O)c2cccs2)CC1
 : i	-33	15	-1	0	0	2	-9	2	-2
- Cc1[nH]ncc1N=Cc1ccc([N+](=O)[O-])cc1
 : i	3	25	5	-2	1	0	14	4	-5
- CC(C)Cc1ccc(C(=O)NCc2ccc3c(c2)OCO3)o1
 : ·	-46	26	14	-3	-4	2	9	-4	-12
- OC1CCN(c2ncnc3c2nnn3Cc2c(F)cccc2Cl)CC1
 : i	-10	20	-2	-8	-2	-9	11	-5	0

High-throughput results from PubChem BioAssay.
